Screening data: PubChem, National Center for Advancing Translational Sciences (NCATS)
HttQ103 aggreg: reduces HttQ103-GFP aggregates in PC12 cells; PC12 HttQ103-GFP aggregates, Acumen cytometry, 40 h; Potency, µM (top dose mostly 46.1 µM), for the others: at the highest dose activity change, negative = inhibition, usual class: inhibitors; 1.1% of 220,000 active; AID 1688; further: on the % scale 0 is the no-effect control and ±100 the full control effect; nearly all actives have a fitted effect of over 60% in size
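Inducible Q103 Huntingtin exon 1–GFP PC12 line, 1500 cells/well in phenol red free DMEM with 5% equine and 5% calf serum. Tebufenozide 100 nM induced expression; compounds titrated; aggregates quantified by cytometry.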
HTT ATP protect: Huntington cell model cytoprotection by ATP luminescence; AID 1471; PC12 HTT-Q103 induced, cytoprotection, ATP luminescence, 40 h; Potency, µM (highest dose often 56.4 µM), without a hit: cytoprotection (ATP increase), usual class: activators; 0.14% of 230,000 active;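 further: % of control where 0% means no effect; nearly all actives have a fitted effect of over 45% in size; toxic huntingtin expression switched on by the ecdysone agonist tebufenozide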
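Huntington model: PC12 line, ecdysone-inducible HTTQ103 exon1–GFP, tebufenozide 100 nM. Test articles in a dose series. Endpoint luminescence from cellular ATP.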
IMPase Li cell: membrane-permeable IMPase blocker, potentiated with lithium | 0.35% of 210,000 active | CHO-M1 cells, IP1 TR-FRET (IP-One), carbachol + lithium | Potency, µM (titrated, usually from 59.4 µM), without a hit: top-dose activity, negative = IMPase inhibition, usual class: inhibitors;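 further: IP1 builds up when IMPase is blocked and the TR-FRET signal falls; plate controls were basal vehicle for no effect and high inhibitor control for full effect; nearly all actives have a fitted effect of over 50% in size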
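CHO cells stably expressing M1 receptor (2000/well, cultured 16–30 h) treated 30 min at 37C with compound plus low lithium. Cytosolic IP1 by TR-FRET (665/620 ratio and 620 channel) after 10 min lysis; AC50 by Hill fit.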
GAA spleen mod: inhibits or activates alpha-glucosidase in human spleen homogenate; P10253; human spleen homogenate, 4-MU-alpha-glucoside fluorescence; Potency, µM (doses to about 79.9 µM), inactives show at the top dose activity change, negative = inhibition, usual class: inhibitors; 0.006% of 240,000 active; AID 2112;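 further: 0% = enzyme with vehicle and -100% = no enzyme basal signal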
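Compounds were titrated against alpha-glucosidase in spleen homogenate at pH 5.0, with 1 mM 4-methylumbelliferyl substrate for 40 min at 37 C. Reactions were quenched with pH 10 NaOH/glycine and fluorescence measured.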
GAA inhib: blocks human lysosomal alpha-glucosidase; P10253; 0.005% of 200,000 active; purified human GAA, 4-MU-alpha-glucoside fluorescence; Potency, µM (titrated, usually from 76.9 µM), for the others: at the top dose activity change, negative = inhibition, actives largely listed as inhibitors;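 further: plate controls were uninhibited enzyme wells for no effect and no-enzyme background for full effect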
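Human enzyme at 4 nM with 400 uM 4-methylumbelliferyl-alpha-D-pyranoside, citrate/phosphate buffer pH 5.0, 0.005% Tween-20, 20 min at room temperature. Compounds up to 77 uM. 4-MU fluorescence (Ex 365/Em 440) read after NaOH/glycine stop; AC50 from Hill fit.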
GAA glycogen: alters human alpha-glucosidase cleavage of glycogen; P10253; recombinant GAA, glycogen substrate, Amplex Red glucose oxidase fluorescence; Potency, µM (doses to about 76.4 µM), without a hit: top-dose activity change, negative = inhibition, hits mostly inhibitors; 0.38% of 300,000 active; AID 2100;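 further: 0% = full enzyme reaction and -100% = no-enzyme basal signal; the screen sought inhibitors and activators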
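qHTS, 1536-well; enzyme 4 nM final; cpd up to 77 uM; substrate bovine liver glycogen 30 ug; 50 mM citrate/phosphate pH 5.0, 0.01% Tween-20; 37 C, 40 min; Amplex Red detection 45 min RT; Hill fit → AC50.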
RGS12 GoLoco inh: inhibitors of human Gai1-RGS12 GoLoco interaction (red fluorophore) | P63096 | Potency, µM (top dose mostly 61.6 µM), for the others: at the top dose activity, negative = inhibition, most hits filed as inhibitors | 0.44% of 230,000 active | AID 880 | Gai1:RGS12 GoLoco peptide FP, rhodamine, 10 min; active means well fitted inhibition curve with a large enough effect, not every such curve was filed as active; inactive means no such curve, though single readings can be large or run the other way; further: on the % scale 0 is the no-effect control and ±100 the full control effect; nearly all actives have a fitted effect of over 30% in size; many of its hits are not listed in these tables
Target sequence (P63096 whole entry, looked up): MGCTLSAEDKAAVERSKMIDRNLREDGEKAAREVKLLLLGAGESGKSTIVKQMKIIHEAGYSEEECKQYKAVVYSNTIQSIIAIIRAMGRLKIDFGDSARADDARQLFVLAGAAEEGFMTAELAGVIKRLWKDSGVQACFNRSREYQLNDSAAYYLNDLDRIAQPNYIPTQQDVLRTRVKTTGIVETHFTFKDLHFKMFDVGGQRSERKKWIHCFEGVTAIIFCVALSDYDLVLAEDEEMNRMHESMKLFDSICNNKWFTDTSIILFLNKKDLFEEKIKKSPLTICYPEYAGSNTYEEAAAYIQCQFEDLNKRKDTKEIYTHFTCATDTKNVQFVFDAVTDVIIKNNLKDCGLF
The depositor's hits bear a star; ? = inconclusive; . = no result given; [ ] = remark or other dose. Unless noted, the call rests on the fitted dose curve; in most records, active means well fitted curve in the direction sought with a large enough effect; inconclusive means small, poorly fitted or top-dose-only effect, or another doubt; inactive means no such curve, though single readings can be large; an effect the other way counts as inactive or inconclusive. Potency means the concentration at half of the fitted maximal effect. Only part of the results is shown, so the mix of outcomes need not match the whole.

The first two compounds as a preview:
SMILES	HttQ103 aggreg	HTT ATP protect	IMPase Li cell	GAA spleen mod	GAA inhib	GAA glycogen	RGS12 GoLoco inh
O=C(Cn1cccc1C(=O)c1ccccc1)NCc1ccccc1	7%	-8%	-15%[38.3 µM]	-12%	-5%	-3%	-5%
O=C(Nc1ncc(C(F)(F)F)cc1Cl)C1COc2ccccc2O1 (configuration not stated)	-8%	-18%	9%[38.3 µM]	-10%	?	-6%	0%

The list itself (from the top)
SMILES	HttQ103 aggreg	HTT ATP protect	IMPase Li cell	GAA spleen mod	GAA inhib	GAA glycogen	RGS12 GoLoco inh
O=C(Cn1cccc1C(=O)c1ccccc1)NCc1ccccc1	7%	-8%	-15%[38.3 µM]	-12%	-5%	-3%	-5%
O=C(Nc1ncc(C(F)(F)F)cc1Cl)C1COc2ccccc2O1 (configuration not stated)	-8%	-18%	9%[38.3 µM]	-10%	?	-6%	0%
CCCCC(=O)Nc1ccccc1CC	5%[9.22 µM]	-9%[10 µM]	.	5%	.	3%	3%
Cc1cccc(OCC(=O)Nc2ccc(C(=O)c3ccc(C(=O)O)cc3)cc2)c1	-3%	29%	5%	-19%	11%	-9%	12%
CC(C)CC(=O)N(Cc1ccc(F)cc1)C1CCS(=O)(=O)C1 (configuration not stated)	12%[9.22 µM]	?	-5%	-5%	?	1%	12%
CC(=O)NCc1ccc(S(=O)(=O)N/N=C/c2ccc(Br)cc2)cc1	?	-36%[10 µM]	9%	7%	6%	1%	-1%
CCOC(=O)C1CCN(C(c2cccnc2)c2c(NC(=O)c3ccco3)sc(C)c2C)CC1 (configuration not stated)	7.9µM*	28%	28%[38.3 µM]	2%	-28%	-23%	-16%
CCN(Cc1ccccc1)C(=O)COc1cc(=O)n(CC)c2ccccc12	15%[9.22 µM]	23%	16%[38.3 µM]	2%	7%	6%	-14%
O=C(CN(c1ccccc1)S(=O)(=O)c1ccccc1)N1CCOCC1	.	.	9%	0%	5%	5%	-16%
CCOCCCNc1nc2nc3ccc(C)cn3c(=O)c2cc1C(=O)NCC1CCCO1 (configuration not stated)	17%[9.22 µM]	0%[10 µM]	3%	0%	11%	12%	9%
O=C(Nc1cccnc1)c1noc2c1CCCC2	23%	2%	5%[38.3 µM]	-2%	-8%	22%	-26%
Cc1ccc(OCC2Cn3c(nc4c3c(=O)n(C)c(=O)n4C)O2)cc1 (configuration not stated)	-29%	-23%[10 µM]	9%	-9%	3%	2%	-1%
C/C(Cl)=C/CSc1nn2c(=O)c3ccccc3nc2s1	-15%	-20%	27%[38.3 µM]	-21%	-2%	5%	11%
COc1cccc(-c2nnc(NC(=O)c3cccc(F)c3)o2)c1	6%[9.22 µM]	19%[10 µM]	.	6%	.	7%	6%
CN(C(=O)CSc1nc2c(c(=O)[nH]1)CCC2)c1ccccc1	-12%	-1%	-9%	-4%	-7%	0%	-5%
CC(C)CCOc1ccc(Cl)cc1CN1CCOCC1	17%	-9%	41%[38.3 µM]	-1%	-5%	1%	10%
COC(=O)c1ccc(C(C(=O)NC2CCCCC2)N(Cc2ccc(F)cc2)C(=O)Cc2cccs2)cc1 (configuration not stated)	-12%	-20%[10 µM]	13%	0%	-4%	9%	-4%
CCC(=O)N1c2ccccc2-c2nnc(SC)nc2OC1c1ccc(OC)c(OC)c1 (configuration not stated)	-10%	-37%	5%[38.3 µM]	-20%	-1%[15.4 µM]	-2%	10%
CCC(CC)NC(=O)Nc1ccccc1C(F)(F)F	3%[9.22 µM]	-5%[10 µM]	.	6%	.	0%	-3%
COCCn1c(SCC(=O)c2ccc(Cl)cc2)nnc1C(C)C	12%	-11%	14%[38.3 µM]	2%	-3%	-5%	4%
O=C(C1CCCN(Cc2ccccc2)C1)N1CCc2ccccc2C1 (configuration not stated)	-17%	19%	42%[activator][38.3 µM]	-3%	-4%	1%	1%
CC1(C)CC=C(NNC(=O)c2cccnc2)C(=O)C1	6%	8%	-1%	0%	7%	?	8%
Cc1cccc2c(=O)cc(C)n(CC(N)=O)c12	-16%[9.22 µM]	1%[10 µM]	.	-5%	.	4%	5%
COc1ccc(OCC(=O)Nc2ccc(Cl)cc2)cc1	-1%[9.22 µM]	-21%[10 µM]	-2%	-6%	-12%	-16%	-15%
NC(=S)N/N=C/C=C/c1ccccc1	?	36%[10 µM]	-4%	-5%	3%	-18%	17%
O=C(Cc1cccs1)NCc1ccncc1	-13%	-1%	-6%[38.3 µM]	-5%	-11%	13%	-6%
COC(=O)Cn1c(=NC(=O)C(C)C)sc2c(C)cc(C)cc21	1%	28%[10 µM]	33%[38.3 µM]	1%	-2%	2%	-4%
O=C(Cn1nc(-c2ccccc2)ccc1=O)NCCCN1CCOCC1	15%[9.22 µM]	-1%[10 µM]	.	9%	.	0%	3%
COc1ccc(Cn2c(C)nc3oc4cc(OC)ccc4c(=O)c3c2=O)cc1	0%	-16%	.	3%	-1%	-7%	.
O=C(NCC1CCCO1)C(=O)N/N=C/c1ccccc1C(=O)O (configuration not stated)	-12%[9.22 µM]	-13%[10 µM]	-2%	-2%	-15%	0%	11%
COc1ccc(NC(=O)c2oc3ccccc3c2NC(=O)C2CC2)cc1	?	-15%	-3%[38.3 µM]	1%	-2%	8%	-9%
COCCNc1nc(C)nc2c1nc(-c1ccccc1)n2CCN1CCCCC1	.	23%	4%	6%	.	.	4%
C/C(=N\OC(=O)c1cccc(C(F)(F)F)c1)c1sc(-c2ccccc2)nc1C	-1%	-15%[10 µM]	-7%	-5%	-13%	4%	-10%
O=[N+]([O-])c1cc(C=Nc2ccc3ccccc3c2)ccc1Br	-3%	36%[10 µM]	-1%	-2%	-5%	10%	-8%
COc1ccccc1CNC(=O)CCc1nc2ccccc2c(=O)[nH]1	17%	6%	25%[38.3 µM]	-6%	-8%	1%	4%
O=C(C[N+]1(CC#Cc2ccccc2)CCOCC1)c1ccc(Cl)cc1	4%	-37%[inhibitor]	8%	3%	-9%	3%	-2%
CCOC(=O)C1CCCN(S(=O)(=O)c2cc(OCC(=O)NC3CCCCC3)c(C)cc2Cl)C1 (configuration not stated)	21%[9.22 µM]	-6%	16%[38.3 µM]	-17%	-12%	1%	-2%
CCNc1nc(NCC)nc(N/N=C/c2ccc(O)c(OC)c2)n1	9%[9.22 µM]	4%[10 µM]	.	-1%	.	?	9%
CCOC(=O)N1CCN(CC(=O)Nc2cc(OC)c(OC)cc2C#N)CC1	-12%	-8%	-5%	.	-3%	5%	12%
COC(=O)CC(NC(=O)C1CC1)c1ccc2c(c1)OCO2 (configuration not stated)	5%	-22%[10 µM]	-5%	-18%	1%	1%	2%

An excerpt from above in order of their number in RGS12 GoLoco inh, low to high.
compound,HttQ103 aggreg,IMPase Li cell,GAA spleen mod,GAA inhib,GAA glycogen,RGS12 GoLoco inh
COc1ccc(OCC(=O)Nc2ccc(Cl)cc2)cc1,-1%[9.22 µM],-2%,-6%,-12%,-16%,-15%
CCOC(=O)C1CCCN(S(=O)(=O)c2cc(OCC(=O)NC3CCCCC3)c(C)cc2Cl)C1 (configuration not stated),21%[9.22 µM],16%[38.3 µM],-17%,-12%,1%,-2%
O=C(Cn1nc(-c2ccccc2)ccc1=O)NCCCN1CCOCC1,15%[9.22 µM],.,9%,.,0%,3%

(listing goes on)
SMILES	HttQ103 aggreg	HTT ATP protect	IMPase Li cell	GAA spleen mod	GAA inhib	GAA glycogen	RGS12 GoLoco inh
C=C(C)C(=O)OC1(C(F)(F)F)Oc2cc(C)ccc2NC1=O (configuration not stated)	?	37%	-6%[38.3 µM]	-3%	-6%	4%	-1%
Cc1ccccc1NS(=O)(=O)c1cc(C(=O)N2CCc3ccccc3C2)ccc1C	2%	-40%[inhibitor]	11%[38.3 µM]	-8%	-4%	-8%	4%
COC(=O)c1sc(=S)n(-c2ccccc2OC)c1N	16%	15%	-2%[38.3 µM]	-11%	-1%	16%	-29%
CCc1c(O)nc(SCc2nc3ccccc3c(=O)[nH]2)[nH]c1=O	4%	7%	-1%	8%	1%	-3%	0%
COc1nc(-c2ccc(Cl)cc2)nnc1C	3%[9.22 µM]	-2%[1.9 µM]	3%	3%	-18%	18%	-1%
COc1ccc2[nH]c(C)c(CCNC(=S)Nc3ccccc3C)c2c1	?	.	0%	0%	0%[15.4 µM]	-23%	3%
Cc1no[n+]([O-])c1COc1cccc(/C=C2\N=C(c3ccccc3)OC2=O)c1	8%	.	-1%	-6%	7%	-1%	7%
C[C@H](NCCC(c1ccccc1)c1ccccc1)c1ccccc1	.	-60%[inhibitor][17.1 µM]	2%	-7%[29.1 µM]	.	.	4%[21.6 µM]
CCOc1cc(NC(=O)c2cccs2)c(OCC)cc1NC(=O)CCC(=O)NCC1CCCO1 (configuration not stated)	20%	?	5%	-2%	2%	-12%	5%
COc1ccccc1CCc1nnc(CCC(=O)NC(C)Cc2cccnc2)o1 (configuration not stated)	0%[9.22 µM]	10%[10 µM]	3%	-1%	-1%	-5%	40%[activator]
Cc1cc(C)c(C)c(S(=O)(=O)N2CCN(C(=S)NCC3CCCO3)CC2)c1C (configuration not stated)	-2%	1%	-4%	1%	8%	-7%	12%
CCOC(=O)c1nc(C)sc1-c1ccnn1S(=O)(=O)c1ccc(C)cc1	1%[9.22 µM]	9%[10 µM]	.	13%	-1%	6%	1%
N#C/C(C(=O)NCc1ccccc1)=C1/SC(Cc2ccc(Cl)cc2)C(=O)N1c1ccccc1 (configuration not stated)	8%	.	3%	-12%	-2%	1%	14%
COc1ccc(/C=N/O)cc1COc1ccc(NC(C)=O)cc1	1%	26%[10 µM]	1%	3%	2%	8%	5%
N#Cc1cc(C(=O)c2cc(F)ccc2O)cn(Cc2ccccc2)c1=O	-19%	-10%	8%	-2%	?	5%	5%
COc1cccc(C(=O)NC(c2ccccc2)C2CCCC2)c1 (configuration not stated)	-19%	-38%	12%	-1%	7%	5%	-2%
Cc1cc(/C=N/NC(=O)c2ccncc2)c(C)n1-c1cccc(C(F)(F)F)c1	17%[9.22 µM]	6%[10 µM]	.	2%	.	-7%	0%
CCCCC(=O)OCc1nc2ccccc2s1	3%	-19%	-5%	-7%	-7%	7%	9%
C=CCSc1nc2sc3c(c2c(=O)[nH]1)CCC3	12%[9.22 µM]	-32%	1%	1%	9%	-1%	2%
COc1ccc(NC(=S)NCCCc2ccccc2)cc1	-1%	.	4%	-4%	-6%	12%	-4%
N#C/C(=C/Nc1ccccc1)c1ccsc1	13µM*	-8%	-9%[38.3 µM]	7%	2%	?	6%
Cc1ccc(C(=O)NC(=S)NCC2CCCO2)cc1 (configuration not stated)	-7%	-18%	-8%[38.3 µM]	-3%	2%	-6%	10%
